Compound activity from PubChem.
CCT modulator: changes cytosolic chaperonin activity; hit rate 0.3% among 360,000; AID 651819; purified chaperonin ATPase assay, HTRF ADP detection, 30 min; activity change, % (no concentration beside the values), hits read low; in the data active = activity change below about -30%; also: % is scaled to controls: 0 for no effect and ±100 for the full control effect
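First, chaperonin was dispensed at 40 nM or 20 nM final depending on batch activity. Next, compounds were pinned at 76 uM and ATP added at 10 uM. After 30 min at 37 °C, ADP detection reagents ran 30 min at ambient temperature.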
MmCpn inh: inhibitors of Methanococcus maripaludis chaperonin (MmCpn). purified Mm-Cpn ATPase, ADP Transcreener TR-FRET. Potency, µM (doses to about 76.9 µM), without a hit: at the highest dose activity, negative = inhibition, most hits filed as inhibitors. hit rate 0.031% among 330,000. AID 504842; also: potency is read from the fitted curve at half-maximal effect; % is scaled to controls: 0 for no effect and ±100 for the full control effect; nearly all actives have a fitted effect of over 80% in size
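Quantitative HTS used 25 nM Mm-CPN and 10 uM ATP in magnesium/KCl Tris buffer, pH 7.4, with 1 mM DTT. Hydrolysis ran 30 min at 37°C; ADP was read by HTRF.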
D3 antag: blocks the human D3 dopamine receptor | P35462 | D3R cells, DiscoveRx beta-arrestin luminescence, antagonist mode; hits give low values | max response, negative = inhibition, % | hit rate 2.5% among 360,000; in the data active = max response below about -50%; inconclusive = no clear call, values can overlap the other calls; also: % is scaled to controls: 0 for no effect and ±100 for the full control effect; mostly tested at two doses, the higher about 12 µM
Target sequence (P35462 whole entry, looked up): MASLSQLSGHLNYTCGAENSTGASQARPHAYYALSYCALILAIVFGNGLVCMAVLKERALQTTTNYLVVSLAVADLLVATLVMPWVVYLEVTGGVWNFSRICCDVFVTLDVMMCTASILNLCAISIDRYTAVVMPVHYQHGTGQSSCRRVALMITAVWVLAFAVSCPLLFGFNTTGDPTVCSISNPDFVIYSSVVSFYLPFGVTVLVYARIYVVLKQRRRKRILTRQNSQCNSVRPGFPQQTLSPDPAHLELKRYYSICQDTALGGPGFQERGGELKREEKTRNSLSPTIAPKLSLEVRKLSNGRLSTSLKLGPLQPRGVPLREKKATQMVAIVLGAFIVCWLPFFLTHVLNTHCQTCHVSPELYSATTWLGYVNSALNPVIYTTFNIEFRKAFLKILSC
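Cells plated overnight at 1500 cells/well, then exposed to library compounds with dopamine controls for 90 minutes at 37 degrees C. DiscoveRx reagent added for 30–60 minutes at room temperature; luminescence read, quantitative HTS format.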
PTHR1 agonist: agonists of human PTHR1 parathyroid hormone receptor. hit rate 0.075% among 410,000. Q03431. HEK293 GP2 PTHR1 cells, GloSensor cAMP luminescence, 1 h. Potency, µM (titrated, usually from 115 µM), without a hit: top-dose activation, usual class: activators. AID 743266; also: potency is read from the fitted curve at half-maximal effect; nearly all actives have a fitted effect of over 55% in size; some results filed as inactive show a strong effect at the top dose; inactives centre near -15; many of its hits are not listed in these tables
Target sequence (Q03431 whole entry, looked up): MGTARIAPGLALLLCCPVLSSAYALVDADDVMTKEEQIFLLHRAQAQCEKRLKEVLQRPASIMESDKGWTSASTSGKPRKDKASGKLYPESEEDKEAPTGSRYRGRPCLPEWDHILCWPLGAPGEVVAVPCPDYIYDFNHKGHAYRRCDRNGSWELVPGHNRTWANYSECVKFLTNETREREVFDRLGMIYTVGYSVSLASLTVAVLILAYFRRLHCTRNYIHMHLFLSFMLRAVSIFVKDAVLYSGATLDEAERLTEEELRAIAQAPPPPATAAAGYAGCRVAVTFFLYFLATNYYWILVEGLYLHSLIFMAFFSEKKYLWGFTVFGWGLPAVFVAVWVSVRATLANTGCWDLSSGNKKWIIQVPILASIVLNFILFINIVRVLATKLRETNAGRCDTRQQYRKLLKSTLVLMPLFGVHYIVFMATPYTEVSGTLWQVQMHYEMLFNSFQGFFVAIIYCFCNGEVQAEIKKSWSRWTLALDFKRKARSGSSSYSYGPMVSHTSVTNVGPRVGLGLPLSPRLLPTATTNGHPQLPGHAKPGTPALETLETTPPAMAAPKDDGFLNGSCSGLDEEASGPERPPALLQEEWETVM
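HEK-293-derived GP2 cells expressing PTHR1 and a GloSensor cAMP reporter, 3,000/well, plated overnight, given luciferin plus IBMX (each 0.5 mM as added) for 1 h at 37 °C, then compound for 1 h at 37 °C. Luminescence was read after 15 min at room temperature.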
EPAC2 agonist: activates human EPAC2 exchange factor; Potency, µM (highest dose often 154 µM), without a hit: at the top dose activation, usual class: activators; hit rate 0.079% among 360,000; EPAC2 activation, biochemical qHTS; response scale: 100% = 6.5 mM cAMP response; also: potency is read from the fitted curve at half-maximal effect; nearly all actives have a fitted effect of over 50% in size
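Fluorescence exchange assay: 100 nM EPAC2 with 250 nM RAP1B-BODIPY-GDP and 50 uM GDP; compounds tested as a concentration-titration series (qHTS). Loss of Rap1-bound BODIPY-GDP fluorescence read at 480/540 nm; data normalized to 6.5 mM cAMP.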
pAkt inh: blocks phosphorylation of Akt. activity change, % for hits at 50 µM. Neuro2A IGF-stimulated pAkt S473 HTRF, 20 min; hits give low values. hit rate 0.32% among 360,000. AID 651550; in the data active = activity change below about -80%; inconclusive = mostly about -51% to -80%; also: % is scaled to controls: 0 for no effect and ±100 for the full control effect
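Neuro2A cells in DMEM with 0.5% FBS, overnight at 37 deg C, given compound at single 50 µM final, then IGF (6 nM final) for 20 min at 37 deg C. Lysed; phospho-Akt Ser473 by HTRF after 24 h, 665/615 ratio.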
EPAC2 antagonist: EPAC2 (human) antagonism; Q8WZA2; EPAC2 GEF exchange of Rap1B-BODIPY-GDP, fluorescence; Potency, µM (top dose mostly 114 µM), for inactives: at the highest dose activity, negative = inhibition, actives largely listed as inhibitors; hit rate 0.18% among 360,000; AID 720708; also: potency is read from the fitted curve at half-maximal effect; % is scaled to controls: 0 for no effect and ±100 for the full control effect; nearly all actives have a fitted effect of over 45% in size; many of its hits are not listed in these tables
D3 ag: D3 dopamine receptor (human) agonism; P35462; D3R DiscoveRx beta-arrestin cells, luminescence, 90 min; max activation, %; hit rate 0.58% among 410,000; in the data active = max activation above about 30%; also: 0% is about no effect; mostly tested at two doses, the higher about 12 µM
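Agonist-mode cell screen: cells plated at 1500/well and incubated overnight at 37 °C, then exposed to library compounds for 90 min at 37 °C. Detection reagent was added for 30–60 min at room temperature, and luminescence was read.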
Starred values were filed as active, the others as inactive; i = inactive; ? = inconclusive; nt = no result given; [ ] = remark or other dose. Unless noted, calls follow the shape of the dose curve; as a rule, active = well fitted curve in the direction sought with a large enough effect; inconclusive = small, poorly fitted or top-dose-only effect, or another doubt; inactive = no such curve, though single readings can be large; an effect the other way counts as inactive or inconclusive.

Start of the data: the first two records, ahead of the listing:
SMILES	CCT modulator	MmCpn inh	D3 antag	PTHR1 agonist	EPAC2 agonist	pAkt inh	EPAC2 antagonist	D3 ag
CCCS(=O)(=O)NC(=O)C1(C)CCN(C(=O)c2cc(C)n(C(C)(C)C)n2)C1 (stereo not drawn)	-0.1	nt	0	i	-3%	i	17%	0
O=C(Nc1cccc(C(F)(F)F)c1)OCCN1CCN(Cc2ccccc2)CCC1=O	-1.5	-2%	10	-10%	3%	i	1%	-7

This part in full, repeating the preview:
SMILES	CCT modulator	MmCpn inh	D3 antag	PTHR1 agonist	EPAC2 agonist	pAkt inh	EPAC2 antagonist	D3 ag
CCCS(=O)(=O)NC(=O)C1(C)CCN(C(=O)c2cc(C)n(C(C)(C)C)n2)C1 (stereo not drawn)	-0.1	nt	0	i	-3%	i	17%	0
O=C(Nc1cccc(C(F)(F)F)c1)OCCN1CCN(Cc2ccccc2)CCC1=O	-1.5	-2%	10	-10%	3%	i	1%	-7
NS(=O)(=O)c1cccc2cccnc12	-0.5	1%	-6	i	8%	i	2%	-23
COc1ccc(N(C(=O)c2ccncc2)S(=O)(=O)c2cccc([N+](=O)[O-])c2)cc1	0.0	0%	-23	-5%	6%	i	-5%	-3
Cc1cc(C)n2nc(SCC(=O)c3ccc[nH]3)nc2n1	-0.7	0%	-3	?	5%	i	-7%	-1
CCOC(=O)Cn1nnc2c(sc3nc4c(c(-c5ccccc5)c32)CCC4)c1=O	-1.2	0%	-26	-10%[57.5 µM]	-4%	i	-7%	0
O=C(NCC1CCCO1)c1cc2c(s1)CCC2 (stereo not drawn)	-3.6	0%	0	-16%	9%	i	2%	1
O=C(c1ccccc1)c1c[nH]c(C(=O)NCCCn2ccnc2)c1	-1.1	1%	-11	i	0%	i	-7%	-2
N#Cc1ccc(Cl)cc1NC(=O)COC(=O)c1ccc(S(=O)(=O)N2CCCC2)cc1	0.3	-1%	-3	i	-9%	i	6%	5
COc1cc2c(cc1OC)CN(C(=O)Cn1ccccc1=O)CC2	-2.8	1%	0	i	0%	i	8%	5
Cc1cc(C)n(CCCNC(=O)c2ccco2)n1	-1.7	-3%	7	11%	2%	i	5%	-8
Cc1ccc(C)c(-n2c(-c3ccco3)n[nH]c2=S)c1	-0.8	nt	-22	i	7%	i	-3%	-8
Cc1ccc(CNC(=O)Cc2ccc(-n3cccc3)cc2)cc1	0.2	-1%	7	i	10%	i	8%	3
CCCc1[nH][nH]c(=O)c1C(c1cccc(Cl)c1)C(C#N)C#N (stereo not drawn)	-1.9	1%	-20	-18%	13%	i	-4%	-2
Cc1cc(C(F)F)n2nc(C(=O)Nc3ccccc3F)nc2n1	-0.9	-2%	2	i	3%	i	-3%	2
NC(N)=N/N=C/c1ccc(Cl)c([N+](=O)[O-])c1	-2.8	1%	-16	0%	-6%	i	-4%	-9
Cc1cc2ccccn2c1C(=S)NC(=O)c1ccccc1	-0.2	1%	3	-31%[inhibitor]	13%	i	-16%	-2
COc1cc(NC(=O)c2cc(C)no2)cc(OC)c1OC	1.0	-1%	-14	-1%	11%	i	6%	12
CCC(C)NC(=O)C1c2cc(OC)c(OC)cc2C(=O)N(C)C1c1cccs1 (stereo not drawn)	-1.6	2%	1	i	0%	i	5%	0
Cn1c(N)c(C(=O)COC(=O)c2cc(C(F)(F)F)nc3ccccc23)c(=O)n(Cc2ccccc2)c1=O	-2.7	-1%	-10	26%	9%	i	-5%	-4
CC(CCc1ccccc1)NC(=O)CNc1cccc([N+](=O)[O-])c1 (stereo not drawn)	-3.5	0%	-9	-12%	4%	i	-8%	1
COc1ccc(CCNC(=O)c2cc3c(=O)n4cccc(C)c4nc3n(Cc3ccco3)c2=N)cc1OC	-1.5	-4%	11	i	12%	i	2%	-5
CN(c1cccc(NC(=O)c2ccccc2N(C)S(C)(=O)=O)c1)S(C)(=O)=O	0.3	-3%	25	i	1%	i	2%	-2
N#C/C(=C/c1ccc(N2CCOCC2)o1)C(=O)Nc1ccccc1	0.5	-9%	-19	-32%	100µM*	i	65%[activator]	-3
CC1CCCCC1NC(=O)c1cccc(S(=O)(=O)N2CCN(C)CC2)c1 (stereo not drawn)	1.8	-1%	7	i	-1%	i	6%	-1
COCc1cc(Sc2ccc(Br)cc2)nc(-c2ccccc2)n1	-0.1	3%	-8	?	10%	i	4%	-13
CCCCCC(C)NC(=O)c1cc(S(=O)(=O)N2CCCCC2)ccc1N1CCOCC1 (stereo not drawn)	1.6	0%	4	-2%	3%	i	-23%	0
C=CC1C(OC2OC(CO)C(O)C(O)C2O)OC=C(C(=O)OC)C1CC1CC(=O)CC(CC(=O)CCc2ccc(O)cc2)O1 (stereo not drawn)	0.2	0%	9	2%	5%	i	6%	1
Cc1ccsc1C(=O)N1CCc2ccccc2C1	1.3	-1%	-15	-3%	6%	i	-2%	-8
CC[C@H](C)C(N)c1cn([C@@H](CC(N)=O)C(=O)N2CCNCC2)nn1 (stereo partly drawn)	0.6	1%	33	i	8%	i	18%	10
O=S(=O)(c1ccccc1)N1CCN(S(=O)(=O)c2ccc(F)cc2)CC1	-0.9	0%	0	0%	0%	i	2%	-5
O=C(Nc1cc(Sc2ccccn2)cc([N+](=O)[O-])c1)c1ccc([N+](=O)[O-])cc1	2.8	0%	-8	-94%[inhibitor]	20%	i	28%	-13
CCCN(CC(=O)Nc1ccccc1C)C(=O)c1ccc(S(=O)(=O)N2CCCCCC2)cc1	-0.9	-2%	0	i	8%	i	0%	-1
Cc1ccc2c(COC(=O)c3ccccc3OC(F)F)cc(=O)oc2c1	0.5	1%	11	-32%[inhibitor]	-1%	i	-5%	9
Cc1cc(=O)[nH]c(N/N=C/c2ccccc2Cl)n1	-3.6	-1%	3	-22%	4%	i	-20%	3
CCNc1nc(N2CCCC2)nc(N2CCCC2)n1	-2.3	-1%	-13	-1%	4%	i	-12%	1

Entries of single compounds, looked up by structure:
Cc1ccc2c(COC(=O)c3ccccc3OC(F)F)cc(=O)oc2c1 in the list: CCT modulator = 0.5; MmCpn inh = 1%; D3 antag = 11; PTHR1 agonist = -32%[inhibitor]; EPAC2 agonist = -1%; pAkt inh = i; EPAC2 antagonist = -5%; D3 ag = 9
CC1CCCCC1NC(=O)c1cccc(S(=O)(=O)N2CCN(C)CC2)c1 (stereo not drawn) in the list: CCT modulator = 1.8; MmCpn inh = -1%; D3 antag = 7; PTHR1 agonist = i; EPAC2 agonist = -1%; pAkt inh = i; EPAC2 antagonist = 6%; D3 ag = -1

(next part)
SMILES	CCT modulator	MmCpn inh	D3 antag	PTHR1 agonist	EPAC2 agonist	pAkt inh	EPAC2 antagonist	D3 ag
Cn1c(=N)n(CC(=O)C(C)(C)C)c2ccccc21	2.0	-1%	?	i	-8%	i	7%	-3
CC(=O)SCCC(=O)Nc1ccccc1	-0.6	-1%	8	i	6%	?	-16%	7
OCCC1CN(Cc2cccn2-c2nccs2)CCN1C1CCCCC1 (stereo not drawn)	-1.7	1%	-3	-25%	3%	i	4%	1
COCCNC(=O)CN(C)S(=O)(=O)c1ccc2c(c1)OCCO2	-1.3	1%	-24	i	8%	i	15%	-4
COc1ccc(Cc2nnc(NC(=O)c3cccs3)s2)cc1OC	-0.8	-1%	7	-15%	-6%	i	15%	6
O=C(NC12CC3CC(CC(C3)C1)C2)c1c(Cl)cccc1Cl	2.2	4%	11	-2%	0%	i	-4%	2
COc1ccc(NC(=O)CN(C)C(=O)c2cnc(Cl)c(Cl)c2)cc1	-1.2	2%	2	-9%	13%	i	-3%	-3
Cc1ccc(C)c(N2CN(Cc3ccco3)CNC2=S)c1	3.4	-2%	-9	-16%	11%	i	1%	1
O=C(CNC(=O)c1cccc(Br)c1)N/N=C/c1cc(Br)cc(Br)c1O	-1.2	-23%	-71*	i	-4%	i	2%	-30
C[C@H](O)[C@@]1(O)CC[C@H]2[C@@H]3CC[C@@H]4C[C@H](O)CC[C@]4(C)[C@H]3CC[C@@]21C	0.8	nt	3	-25%	-3%	i	-2%	-3
Cc1cnc(C(=O)Nc2ccccc2-c2nnn(CC(=O)NC3CCCC3)n2)cn1	-4.6	0%	-23	i	8%	i	3%	-7
O=C(N/C(=C/c1cccnc1)C(=O)N1CCOCC1)c1ccccc1Br	-1.7	1%	5	i	10%	i	-8%	3
O=C(CNc1cccc(Cl)c1)c1ccc(Br)cc1	0.4	0%	0	-1%	1%	i	0%	-3
Nc1cccc2c1C(=O)N(C(=O)/C=C/c1cccc(F)c1)C2=O	0.9	1%	?	-26%	0%	i	-8%	-2
COc1ccccc1/C=C/C=N/NC(=O)CCC1C(=O)NN=C1C (stereo not drawn)	1.1	-6%	0	-21%	14%	i	-14%	3
CCOC(=O)c1c(C)oc2ccc(OCC(=O)C(C)(C)C)cc12	-3.2	1%	76	i	0%	i	-17%	1
COc1cccc2sc(N3CCN(C(=O)c4ccco4)CC3)nc12	0.0	-2%	-10	-7%	23%	i	30%	-24
CC1CCN(S(=O)(=O)N2CCC(C(=O)NC(C)c3ccccc3)CC2)CC1 (stereo not drawn)	0.9	nt	22	-25%	0%	i	6%	7
CC1CCc2cc(F)ccc2N1C(=O)C12CCC(C)(C(=O)O1)C2(C)C (stereo not drawn)	1.0	0%	-5	-9%	-3%	i	-12%	-8
O=C(CN1CCOCC1)Nc1nc(-c2ccccc2)cs1	-1.3	2%	19	-5%	-6%	i	-7%	4
CN(CC(=O)NCCC1=CCCCC1)S(=O)(=O)c1ccc2c(c1)CCC(=O)N2	-0.9	-3%	-9	i	11%	i	10%	0

Reformatted field by field: two of the compounds above.
Structure: O=C(CNc1cccc(Cl)c1)c1ccc(Br)cc1
  CCT modulator: 0.4	MmCpn inh: 0%	D3 antag: 0	PTHR1 agonist: -1%	EPAC2 agonist: 1%	pAkt inh: i	EPAC2 antagonist: 0%	D3 ag: -3

Structure: Nc1cccc2c1C(=O)N(C(=O)/C=C/c1cccc(F)c1)C2=O
  CCT modulator: 0.9	MmCpn inh: 1%	D3 antag: ?	PTHR1 agonist: -26%	EPAC2 agonist: 0%	pAkt inh: i	EPAC2 antagonist: -8%	D3 ag: -2

The list is partial; rates above refer to the full screens.
